HepG2 tox: HepG2 cytotoxicity, counter-screen for TGF-b inhibitors; HepG2 CAGA-GFP viability, ATP luminescence, 18 h; AID 588856; Potency, µM (top dose mostly 46.1 µM), for inactives: at the top dose activity change, negative = cytotoxicity, actives largely listed as cytotoxic; actives 0.76% (n = 410,000); also: potency is read from the fitted curve at half-maximal effect; some results filed as inactive show a strong effect at the top dose
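HepG2 CAGA-GFP cells (1000/well, DMEM with 1% FBS) received compound, then TGF-beta at 500 pg/mL final, and were incubated 18 hours at 37 degrees C. Viability was read by CellTiter-Glo luminescence. Media-only wells were set as complete cell-killing and DMSO as no toxicity.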
Nrf2 activator: activates Nrf2 signaling; AREc32 ARE-luciferase reporter (MCF7-derived line), luminescence, 24 h; AID 624171; actives 0.31% (n = 410,000); Potency, µM (doses to about 46.1 µM), without a hit: at the highest dose activation, actives largely listed as activators; also: potency is read from the fitted curve at half-maximal effect; % of control where 0% means no effect; nearly all actives have a fitted effect of over 65% in size
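Each well held 1000 AREc32 cells, which were incubated with compound for 24 hr at 37 deg C after overnight attachment, and ARE reporter activity was quantified by firefly luciferase luminescence.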
Nrf2 inh: inhibitors of Nrf2 signaling | A549 ARE-Fluc reporter, luciferase luminescence, 18-24 h | Potency, µM (highest dose often 46 µM), without a hit: at the highest dose activity change, negative = inhibition, actives largely listed as inhibitors | actives 2.1% (n = 360,000); also: potency is read from the fitted curve at half-maximal effect; % is scaled to controls: 0 for no effect and ±100 for the full control effect; nearly all actives have a fitted effect of over 60% in size
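A549 ARE_Fluc cells, 5000/well, 5% FBS OPTI-MEM; compounds in dose-response, 18-24 h at 37 °C/5% CO2; CellTiter-Fluor viability read (Ex 405/Em 525), then BugLite luciferase luminescence = Nrf2 activity.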
ATXN2 expr inh: reduces ATXN2 reporter expression in HEK-293 cells; Potency, µM (series often up to 57 µM), without a hit: top-dose activity change, negative = inhibition, actives largely listed as inhibitors; HEK-293 ATXN2-luciferase reporter, luminescence, 24 h; actives 0.72% (n = 360,000); also: potency is read from the fitted curve at half-maximal effect; % is scaled to controls: 0 for no effect and ±100 for the full control effect; nearly all actives have a fitted effect of over 55% in size
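qHTS (up to 57 uM final) was run with 24 h compound exposure of reporter cells at 37 °C. Each well was multiplexed: SteadyGlo luminescence measured ATXN2-luciferase expression after a fluorogenic Gly-Phe-AFC viability readout (25 uM final).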
IL-2 act: activators of IL-2. activation, % (series mostly up to about 46 µM). AID 652025. actives 0.065% (n = 360,000). IL-2 activation reporter assay, cell-based qHTS; stimulated with anti-CD3/CD4/CD28 beads; in transgenic mouse T cells; in the data active = activation above about 50%; inconclusive = mostly about 30% to 49%; also: 0% is about no effect
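EGFP and DsRed fluorescence is measured by plate cytometry in unstimulated transgenic mouse T cells exposed to compound for 60 minutes, then stimulated 18 hours at 37 degrees C with anti-CD3/anti-CD4 beads plus anti-CD28.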
EPAC2 ag: agonists of human EPAC2 (RAPGEF4); AID 720711; Potency, µM (top dose mostly 154 µM), for the others: at the top dose activation, most hits filed as activators; EPAC2 activation, biochemical qHTS; response scale: 100% = 6.5 mM cAMP response; actives 0.079% (n = 360,000); Q8WZA2; also: potency is read from the fitted curve at half-maximal effect; nearly all actives have a fitted effect of over 50% in size
Target sequence (Q8WZA2 whole entry, looked up): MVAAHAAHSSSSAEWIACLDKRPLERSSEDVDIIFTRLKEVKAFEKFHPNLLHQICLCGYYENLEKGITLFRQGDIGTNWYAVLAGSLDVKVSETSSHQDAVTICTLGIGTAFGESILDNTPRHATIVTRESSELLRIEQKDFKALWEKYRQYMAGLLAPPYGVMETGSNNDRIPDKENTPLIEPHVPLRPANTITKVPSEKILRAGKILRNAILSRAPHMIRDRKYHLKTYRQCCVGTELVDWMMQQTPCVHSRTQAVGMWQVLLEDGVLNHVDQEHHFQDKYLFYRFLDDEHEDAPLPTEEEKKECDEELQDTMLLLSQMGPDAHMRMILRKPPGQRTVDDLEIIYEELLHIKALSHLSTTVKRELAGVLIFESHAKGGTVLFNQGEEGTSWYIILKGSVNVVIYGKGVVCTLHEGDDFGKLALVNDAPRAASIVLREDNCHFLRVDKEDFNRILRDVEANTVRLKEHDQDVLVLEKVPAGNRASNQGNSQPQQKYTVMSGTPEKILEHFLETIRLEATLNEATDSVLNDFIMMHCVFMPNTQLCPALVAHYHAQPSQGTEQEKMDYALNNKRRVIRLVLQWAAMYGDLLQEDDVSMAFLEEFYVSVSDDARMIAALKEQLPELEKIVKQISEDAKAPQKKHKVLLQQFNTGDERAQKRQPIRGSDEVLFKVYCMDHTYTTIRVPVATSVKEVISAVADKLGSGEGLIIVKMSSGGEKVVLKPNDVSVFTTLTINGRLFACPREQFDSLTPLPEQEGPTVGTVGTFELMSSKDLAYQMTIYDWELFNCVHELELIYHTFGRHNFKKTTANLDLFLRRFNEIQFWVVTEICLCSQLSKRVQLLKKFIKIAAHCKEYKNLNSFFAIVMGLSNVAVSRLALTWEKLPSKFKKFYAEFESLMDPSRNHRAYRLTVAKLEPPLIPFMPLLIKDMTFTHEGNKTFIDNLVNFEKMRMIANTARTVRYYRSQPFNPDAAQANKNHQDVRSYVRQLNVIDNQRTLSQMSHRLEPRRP
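qHTS, titration series. 100 nM EPAC2 / 250 nM Rap1B-BODIPY-GDP / 50 uM GDP; RT; ex 480/em 540 nm, 5-min reads to 30 min. Norm. to 6.5 mM cAMP = activation.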
ATXN viability: viability counter-screen for ATXN expression inhibitors; Potency, µM (highest dose often 56.7 µM), most hits filed as cytotoxic; actives 0.49% (n = 400,000); S2 cells (HEK-293 line with an ATXN2-luciferase reporter) viability, CellTiter-Fluor protease fluorescence, 24 h; AID 651635; also: potency is read from the fitted curve at half-maximal effect; nearly all actives have a fitted effect of over 40% in size
A549 viability: A549 cytotoxicity, counter-screen for Nrf2 inhibitors; A549 ARE-Fluc cells, CellTiter-Fluor viability, 18-24 h; Potency, µM (highest dose often 46 µM), for the others: top-dose activity change, negative = cytotoxicity, actives largely listed as inhibitors; actives 0.16% (n = 390,000); also: potency is read from the fitted curve at half-maximal effect; % is scaled to controls: 0 for no effect and ±100 for the full control effect
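A549 ARE-Fluc cells in 5% FBS OPTI-MEM, 5000 cells/well, rested 2 h then exposed to compounds in concentration-response for 18-24 h at 37 °C. Viability by CellTiter-Fluor fluorescence (Ex 405/Em 525) after 30 min; luciferase luminescence (BugLite, 15 min, RT) read afterwards.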
TGFb SMAD3 inh: blocks TGF-b signaling | HepG2 CAGA-GFP TGF-b/SMAD3 reporter, GFP fluorescence, 18 h; TGF-beta stimulated, 500 pg/mL final | Potency, µM (titrated, usually from 46.1 µM), for the others: at the highest dose activity, negative = inhibition, usual class: inhibitors | actives 1.2% (n = 410,000); also: potency is read from the fitted curve at half-maximal effect; % is scaled to controls: 0 for no effect and ±100 for the full control effect; nearly all actives have a fitted effect of over 65% in size
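HEPG2 CAGA-GFP, 1000 cells/well; 2 h settle, 37 C; cpd via pin tool; TGF-b 500 pg/mL final; 18 h, 37 C; GFP imaging ex488/em500-530; %Activity normalised to -TGF-b and +DMSO controls; CRC fit, curve class.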
* = called active by the depositor; i = inactive; ? = inconclusive; / = not tested or not shown; & = joins results of further samples; [ ] = dose if it differs, or a comment. Unless noted, calls follow the shape of the dose curve; as a rule, active = well fitted curve in the direction sought with a large enough effect; inconclusive = small, poorly fitted or top-dose-only effect, or another doubt; inactive = no such curve, though single readings can be large; an effect the other way counts as inactive or inconclusive.

no. | Compound | HepG2 tox | Nrf2 activator | Nrf2 inh | ATXN2 expr inh | IL-2 act | EPAC2 ag | ATXN viability | A549 viability | TGFb SMAD3 inh
1 | CC[C@]12C(=O)N(C)C[C@H]([C@@H]3C(=O)N(C)C(=O)[C@@H]31)N2C(=O)c1ccc(Cl)c(Cl)c1 | -46% | -0.3% | -3% | 7% | -2.4 | 3% | i | -3% | 8%
2 | O=C(c1ccc(S(=O)(=O)N2CCOCC2)cc1)N(Cc1ccco1)Cc1cccs1 | -26% | 1.0% | 5% | 113%[activator] | -2.6 | 11% | i | -3% | -6%
3 | COc1ccc(CN2CC[C@H]3C=CC[C@@H](C(=O)NCCc4ccccc4)[C@H]3C2=O)cc1OC | 1%&-2% | 1.8% | 15% | 22% | -3.3 | 13% | i | -14% | 3%&-12%
4 | O=C(Nc1nc2ccccc2[nH]1)c1ccc(Br)o1 | 0% | ? | ? | 17% | -1.7 | 5% | i | -16% | 0%
5 | CCN(CC)CCn1c2ccc(Cl)cc2c2nc(C)sc21 | -12% | 0.7% | ? | ? | -1.4 | -7% | i | 1% | 8%
6 | Cc1ccc(-n2nccc2-c2nn(-c3cccc(C(F)(F)F)c3)c(=O)n(C)c2=O)cc1 | 0% | -0.4% | -1% | -9% | 1.4 | 5% | i | -1% | -5%
7 | CC(C)Oc1ccc(S(=O)(=O)N(C(C)C)C(C)C)cn1 | -39% | 0.8% | / | -8% | 0.7 | 0% | i | -5% | 12%
8 | CN(C1CCCCC1)S(=O)(=O)c1ccc(S(=O)(=O)N2CCN(CCC#N)CC2)cc1 | 4% | 0.2% | -1% | 5% | -3.2 | -6% | i | -2% | 14%
9 | CCOc1ccc(Nc2nc(N)c([N+](=O)[O-])c(N3CCN(C)CC3)n2)cc1 | 8% | 2.2% | -3% | 1% | -3.7 | 0% | i | -21% | 11%
10 | COc1ccc(CCN2C(=O)c3ccccc3NC2c2cc(Cl)c(O)c(OC)c2)cc1 (stereo not given) | 3% | -0.7% | -4% | 3% | 0.4 | 8% | i | -1% | 7%
11 | Cc1cc(C)n(-c2ccc([N+](=O)[O-])cc2-c2nn[nH]n2)n1 | 4% | -0.6% | 8% | 8% | -1.7 | -1% | i | -4% | 1%
12 | CCCCOC(=O)N/N=C/C=C/c1ccccc1 | 3% | -0.8% | 8% | 15% | -0.6 | 6% | i | 0% | 7%
13 | NS(=O)(=O)c1cccc(NC(=O)CSc2nnc(C3CC3)n2Cc2ccccc2)c1 | -4% | 0.0% | 2% | -1% | 1.8 | 12% | i | -1% | -12%
14 | CCC(=O)OC1(C#CCOc2ccc(OC)cc2)CCN(C)CC1 | -23% | -0.2% | 14% | -11% | -0.5 | -3% | i | -1% | 9%
15 | COc1cc2c(cc1OC)C(COc1ccc3c(C)cc(=O)oc3c1)N(C(=O)Cc1ccccc1)CC2 (stereo not given) | 5% | -0.4% | 5%[9.27 µM] | 15% | / | / | i | 2% | 21%
16 | CNC(=O)c1cc(Oc2ccc(NC(=O)c3[nH]c(-c4ccccc4)c4c3C(=O)N(C)C4=O)cc2)ccn1 | 25% | 11% | / | 14% | 0.1 | -2% | i | / | 1%
17 | CCOc1ccc(OCC(=O)Nc2ccc(S(N)(=O)=O)cc2)cc1 | 2% | -0.8% | -1% | / | -0.4 | 5% | i | 10% | -1%
18 | O=S(=O)(c1ccc(F)cc1)N1CCN(c2ccc(-c3ccccc3)nn2)CC1 | -2% | 0.5% | 0% | -13% | 0.9 | 0% | i | 3% | -4%
19 | Cc1ccc(S(=O)(=O)N(C)C)cc1NC(=S)N1CCCCC1CO (stereo not given) | -19% | -0.2% | -8% | 14% | -0.4 | -2% | i | 2% | -8%
20 | CCCS(=O)(=O)NC(=O)C1(C)CCN(C(=O)c2ccc(C(=O)OC)cc2)C1 (stereo not given) | 7% | -0.1%[9.22 µM] | / | 14% | 0.6 | 2% | i | / | 34%[activator]
21 | O=C(Nc1ccc(Cl)c(C(F)(F)F)c1)[C@@H]1CC=C[C@@H]2CCN(C3CCCCC3)C(=O)[C@@H]21 | -2%&4% | 0.6% | 11% | 2% | 0.2 | 5% | i | 14% | 0%&-2%
22 | Cn1nc(C(=O)NCC2COc3ccccc3O2)c2ccccc2c1=O (stereo not given) | -18% | 18% | ? | -6% | 0.6 | 7% | i | 0% | -4%
23 | CSC1=NCCN1S(=O)(=O)c1ccc(NC(C)=O)cc1 | -4% | -0.1% | -18% | / | 3.3 | 0% | i | -1% | 8%
24 | COc1ccc(CCNC(=S)NC2CCN(Cc3ccccc3)CC2)cc1 | -27% | 3.1% | 1% | 0% | -0.2 | 10% | i | 0% | -13%
25 | Cc1ccc(NC(=O)CC(=O)NCCN2CCOCC2)cc1 | -9% | 0.3% | 0% | 1% | -1.0 | 4% | ? | -6% | -1%

4 entries from above in another layout:
10: COc1ccc(CCN2C(=O)c3ccccc3NC2c2cc(Cl)c(O)c(OC)c2)cc1 (stereo not given)
11: Cc1cc(C)n(-c2ccc([N+](=O)[O-])cc2-c2nn[nH]n2)n1
12: CCCCOC(=O)N/N=C/C=C/c1ccccc1
13: NS(=O)(=O)c1cccc(NC(=O)CSc2nnc(C3CC3)n2Cc2ccccc2)c1

assay / entry,10,11,12,13
HepG2 tox,3%,4%,3%,-4%
Nrf2 activator,-0.7%,-0.6%,-0.8%,0.0%
Nrf2 inh,-4%,8%,8%,2%
ATXN2 expr inh,3%,8%,15%,-1%
IL-2 act,0.4,-1.7,-0.6,1.8
EPAC2 ag,8%,-1%,6%,12%
ATXN viability,i,i,i,i
A549 viability,-1%,-4%,0%,-1%
TGFb SMAD3 inh,7%,1%,7%,-12%

Other structures follow.
no. | Compound | HepG2 tox | Nrf2 activator | Nrf2 inh | ATXN2 expr inh | IL-2 act | EPAC2 ag | ATXN viability | A549 viability | TGFb SMAD3 inh
26 | COc1ccc(N2CCN(C(=O)CN3CCN(C(c4ccccc4)c4ccccc4)CC3)CC2)cc1 | -2% | 1.5% | -5% | 16% | -3.1 | 6% | ? | -8% | ?
27 | Cc1ccc([N+](=O)[O-])cc1S(=O)(=O)Nc1ccc(N2CCOCC2)cc1 | 2% | -0.3% | -4% | 5% | -0.8 | 14% | i | -5% | ?
28 | CSCCC(NS(=O)(=O)c1ccc(Cl)cc1)C(=O)OCC(=O)c1c(C)[nH]c2ccccc12 (stereo not given) | -82% | 5.2% | 18µM* | -5% | -0.2 | 9% | i | ? | ?
29 | FC(F)(F)c1ccncc1-c1nnnn1-c1ccc(Cl)cc1 | -29% | -1.1% | -4% | -21% | -7.9 | 4% | i | 0% | -5%
30 | Clc1ccc(/C=N/Nc2nc(Cl)nc3ccccc23)cc1 | 1% | 8.7% | ? | 48%[activator] | -2.8 | 0% | i | -4% | -18%
31 | Cc1ccc(S(=O)(=O)N2C[C@@H](C)[C@]3(C2)[C@H](O)[C@H](OC(=O)NCc2ccccc2)C[C@H]2C(=O)N(c4ccccc4)C(=O)[C@H]23)cc1 | 5% | 3.1% | / | 0% | 0.6 | 2% | i | / | 0%
32 | O=C(Cc1cccs1)N1CCN(c2ccc([N+](=O)[O-])cc2)CC1 | 0% | -0.1% | ? | -6% | -0.1 | 16% | i | -19% | -2%
33 | CC(C)c1ccc(NC(=O)Nc2nc(C(N)COCc3ccccc3)cs2)cc1 (stereo not given) | 10µM* | -3.8% | / | ? | -1.1 | -5% | ? | / | 11µM*
34 | Cc1ccccc1-c1nsc(SCC(=O)c2ccc(Cl)cc2)n1 | 2% | 0.2% | 14% | 4% | 1.2 | 4% | i | -1% | ?
35 | O=C(NCCS(=O)(=O)N1CCN(c2ccccc2F)CC1)c1cccc(Br)c1 | 0% | -0.2% | 15% | -15% | -0.6 | 11% | i | 6% | ?
36 | Cc1cccc2[nH]c(CN(C)C(=O)C3CCC(=O)N(CCc4ccccc4)C3)nc12 (stereo not given) | -12% | -0.2% | 11% | -14% | -4.6 | 11% | i | 8% | -24%
37 | COCCNC(=O)CCn1nc(-c2ccc(Cl)cc2)ccc1=O | 9% | -0.9% | -1% | -4% | 0.4 | -5% | i | 5% | 5%
38 | O=C(NC1CC(=O)N(c2cccc(F)c2)C1)c1ccc(Br)o1 (stereo not given) | 4% | 0.3% | / | / | / | / | / | -2% | ?
39 | O=[N+]([O-])c1cccc(S(=O)(=O)N2CN(c3ccc(Br)cc3)c3nc4ccccc4nc32)c1 | 0% | 0.1% | 1% | -5% | -1.5 | 3% | i | 0% | -3%
40 | Cc1onc(-c2c(F)cccc2Cl)c1C(=O)Nc1sc2c(c1C(N)=O)CCC2 | -12% | 5.7% | / | ? | -2.1 | 1% | i | 0% | -19%
41 | CC(C)CN1CCC(C(=O)NC(c2ccc(F)cc2)c2ccc3ccccc3n2)CC1 (stereo not given) | -29% | 6.3% | / | 7% | -0.8 | 18% | ? | / | -32%
42 | CCN(CC(=O)Nc1ccccc1C(F)(F)F)C(=O)c1ccc(=O)n(Cc2ccccc2)n1 | -22% | -1.3% | 2% | -12% | 1.0 | 0% | ? | -25% | -2%
43 | C=CCn1c(CNC(=O)c2cccs2)nnc1SCC(=O)Nc1ccc(C(=O)O)cc1 | -15% | -0.2% | 1% | 2% | -2.2 | 7% | i | -5% | -17%
44 | CCN1CCN(c2nc3ccccn3c(=O)c2C=O)CC1 | -2% | 0.2% | ? | 12% | -3.9 | 10% | i | 12% | -3%

Bioassay records: PubChem, National Center for Advancing Translational Sciences (NCATS)
